Source: PubChem
CHO parental Ca: counter-screen for OX1R antagonists: effect in parental CHO cells; parental CHO-K1, ATP-induced calcium, Fluo-8 fluorescence; inhibition, % at 5.6 µM; 0.63% of 330,000 active; AID 463079;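 active means inhibition above that plate's mean sample inhibition plus 3 SD, cut at about 26% in these data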;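 further: 0% = ATP-challenged DMSO wells and 100% = DMSO wells without ATP; some compounds past the cut are filed as inactive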
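Measured by: calcium-sensitive Fluo-8 fluorescence / Test system: CHO parental line / Controls: ATP-challenged DMSO wells low, unchallenged DMSO wells high / Measure: % inhibition / Compound: single nominal dose of 5.6 µM per compound / Replicates: single well per compound, no replicates / Reagent: ATP as calcium-mobilizing challenge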
CHO-K1 Ca antag: nonselective inhibitor or artifact in parental CHO-K1 cells; ATP-induced calcium, Fluo-8 fluorescence; 0.6% of 360,000 active; inhibition, % at 3 µM;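 active means inhibition above a per-plate cutoff, the plate's mean sample inhibition plus 3 SD, cut at about 24% in these data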;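 further: 0% = DMSO plus EC80 ATP and 100% = DMSO alone without ATP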
TAAR1 agonist: human TAAR1 agonism. activation, % at 3 µM. 0.99% of 360,000 active. Q96RJ0. CHO RD-HGA16 TAAR1, Fluo-8 calcium fluorescence; vehicle wells 0%, saturating PEA agonist 100%;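 active means activation above the mean activation of all test compounds in the run plus 3 SD, cut at about 38% in these data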
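Assay system – CHO-derived RD-HGA16 cells with stable Gα16 and human TAAR1 · Compound dosing – one-point dosing at 3 µM (nominal) · Incubation – 17-24 h seeding, 75 min 37 °C dye, 30 min RT · Measured by – kinetic Fluo-8 calcium fluorescence · Control set – DMSO vehicle as 0%, PEA at EC100 as 100% · Repeats – single well for each compound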
CHRM1 agonist: activates human CHRM1 receptor; activation, % at 3 µM; CHO-K1 hM1, Fluo-8 calcium fluorescence, agonist mode; 0% DMSO, 100% acetylcholine EC100; 0.33% of 360,000 active; P11229; AID 588814;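 active means activation above the run's mean compound activation plus 3 SD, cut at about 16% in these data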;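 further: peak over basal fluorescence ratio within a 140 s kinetic read after compound addition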
CHO-K1 Ca ag: M1 agonist counterscreen hit in parental CHO-K1 cells; activation, % at 3 µM; Fluo-8 calcium fluorescence; scaled to maximal ATP response, vehicle zero; 0.48% of 360,000 active; AID 602248; in the data active means activation above about 15%;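 further: untransfected CHO-K1 host cells lacking M1 receptor as counterscreen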
V1aR counter: activates human V1a receptor in oxytocin agonist counter-screen; P37288; CHO-V1R cells, Fluo-8 calcium fluorescence, agonist mode; 0% DMSO, 100% 3 nM vasopressin; activation, % at 3 µM; 0.25% of 320,000 active; AID 2797;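 active means activation above the mean activation of all tested compounds plus 3 SD, per screening run, cut at about 20% in these data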;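 further: signal is peak over basal fluorescence ratio across a 100 second FLIPR read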
Target sequence (P37288 whole entry, looked up): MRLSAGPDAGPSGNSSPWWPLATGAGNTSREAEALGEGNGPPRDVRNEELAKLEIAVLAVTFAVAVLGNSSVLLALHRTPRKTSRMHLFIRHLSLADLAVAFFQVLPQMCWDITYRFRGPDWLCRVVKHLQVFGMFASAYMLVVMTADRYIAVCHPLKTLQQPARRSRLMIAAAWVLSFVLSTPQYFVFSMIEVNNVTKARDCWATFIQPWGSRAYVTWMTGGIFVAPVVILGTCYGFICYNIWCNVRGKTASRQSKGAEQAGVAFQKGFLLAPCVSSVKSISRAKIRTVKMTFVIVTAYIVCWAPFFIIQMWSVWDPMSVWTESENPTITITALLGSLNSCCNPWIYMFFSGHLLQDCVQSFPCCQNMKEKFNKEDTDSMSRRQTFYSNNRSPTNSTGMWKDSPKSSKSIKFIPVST
CHO-K1 Ca PAM: nonselective activator or artifact in parental CHO-K1 calcium assay; AID 602247; 0.02% of 360,000 active; activation, % at 3 µM; ATP EC20, Fluo-8 calcium fluorescence; 0% at ATP EC20, 100% at ATP max;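 active means activation above the run cutoff, the mean activation of all test compounds plus 3 SD, cut at about 40% in these data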;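 further: peak over basal fluorescence ratio in a 140 s read after ATP addition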
OXTR potentiate: potentiators of human oxytocin receptor | P30559 | CHO-OTR cells, Fluo-8 calcium fluorescence, potentiator mode; 0% = oxytocin EC15, 100% = EC100 | activation, % at 3 µM | 0.061% of 320,000 active;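 active means activation above that plate's cutoff, the mean activation of tested compounds plus 3 SD, cut at about 6.6% in these data, passing the limit was not always enough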;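 further: 100% uses oxytocin at 75 nM as the full agonist control; some results filed as inactive read as strong as hits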
Target sequence (P30559 whole entry, looked up): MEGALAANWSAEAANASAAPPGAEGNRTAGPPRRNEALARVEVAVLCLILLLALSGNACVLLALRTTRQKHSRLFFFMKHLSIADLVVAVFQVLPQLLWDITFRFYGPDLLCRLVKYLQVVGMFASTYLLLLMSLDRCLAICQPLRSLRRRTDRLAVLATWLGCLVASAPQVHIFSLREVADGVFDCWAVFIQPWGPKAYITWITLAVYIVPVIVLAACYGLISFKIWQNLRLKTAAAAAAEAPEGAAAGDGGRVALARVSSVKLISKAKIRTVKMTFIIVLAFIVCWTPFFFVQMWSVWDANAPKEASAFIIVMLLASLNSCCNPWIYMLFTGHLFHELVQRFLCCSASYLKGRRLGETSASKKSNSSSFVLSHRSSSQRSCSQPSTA
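Measured by – Fluo-8 calcium dye fluorescence · Test system – human OTR in CHO cells · Dosing – one concentration, 3.0 µM compound · Controls – EC15 oxytocin alone as 0%, 75 nM oxytocin as 100% · Evaluation – normalized max/min fluorescence ratio, % activation · Timing – 6 min pre-incubation, 100 s read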
TAAR1 antagonist: human TAAR1 antagonism; Q96RJ0; CHO RD-HGA16 TAAR1, Fluo-8 calcium fluorescence, antagonist; inhibition, % at 3 µM; 1.5% of 360,000 active; AID 624466;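 active means inhibition above a per-plate cutoff, the mean inhibition of test compounds on that plate plus 3 SD, cut at about 49% in these data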;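 further: 0% = DMSO plus EC80 beta-PEA response and 100% = DMSO alone without agonist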
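Test system: CHO RD-HGA16 cells bearing hTAAR1 | Reagent: β-PEA, EC80 | Compound dosing: 3 µM, single point | Schedule: Dye loading 75 min at 37 °C, then 30 min room temperature | Signal: Calcium fluorescence with Fluo-8 | Evaluation: Percent inhibition of PEA-evoked calcium signal, max/basal emission ratio | Control set: DMSO-only wells and EC80 β-PEA-stimulated wells | Repeats: Singlicate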
* marks the source's active call; other numbers are inactive results; . = not tested or not shown.

1	O=S(=O)(c1ccc(Cl)cc1)N1CCN(c2ncnc3sccc23)CC1
2	O=C(Cc1ccc([N+](=O)[O-])cc1)Nc1cccc(C(=O)N2CCCCC2)c1
3	O=Cc1ccc(OC(=O)c2cccnc2)cc1
4	COc1cccc(C=NCCCN=Cc2cccc(OC)c2O)c1O
5	COc1ccccc1NS(=O)(=O)c1cccc(NC(=S)NCCN2CCOCC2)c1
6	Cc1nc(CN2CCN(C(=O)c3ccc(Br)cc3)CC2)cs1
7	Cc1cc(N(C)Cc2ccccc2)nc2cc(O)ccc12
8	CCOC(=O)COc1cccc2c(=O)n(CC(=O)NCc3ccc(F)cc3)ccc12

assay / entry | 1 | 2 | 3 | 4 | 5 | 6 | 7 | 8
CHO parental Ca | 46* | -10 | 2 | -12 | -9 | -11 | -9 | -14
CHO-K1 Ca antag | 7 | -15 | 4 | -10 | 10 | 2 | 9 | -13
TAAR1 agonist | 8 | 8 | 15 | -1 | 2 | 5 | 6 | -1
CHRM1 agonist | 1 | -3 | -3 | 0 | -6 | -5 | -5 | -4
CHO-K1 Ca ag | 13 | 3.1 | 0.1 | 0.6 | 0.7 | 0.7 | 0.3 | 0.4
V1aR counter | 10 | 5.2 | 0.7 | 0.8 | 1.6 | 0.0 | 2.2 | -1.1
CHO-K1 Ca PAM | -3 | 16 | -2 | 2 | -13 | -7 | -12 | 2
OXTR potentiate | -11 | -4 | -6 | -6 | 2 | -9 | -10 | -2
TAAR1 antagonist | 25 | 9 | -3 | -17 | 2 | 10 | -22 | 0

9	O=C(Nc1nn(Cc2ccccc2F)cc1Br)c1cccs1
10	Cc1sc2ncnc(SCC(=O)NC3CCS(=O)(=O)C3)c2c1C (configuration not stated)
11	O=C(Nc1ccc(Cl)c([N+](=O)[O-])c1)c1ccc(NCCCN2CCOCC2)c([N+](=O)[O-])c1
12	O=C(O)C1CSC2(c3ccc(Br)cc3)CCC(=O)N12 (configuration not stated)
13	COc1ccc(OC(C)C(=O)NCc2cccnc2)cc1 (configuration not stated)
14	CCOC(=O)C1CCCN(C(=O)c2ccccc2OC(F)(F)F)CC1 (configuration not stated)
15	COc1ccc(C(=O)NCc2nnc(SCC(=O)NC3CCCCC3)n2C)cc1
16	O=C(CCn1ccnc1)Nc1nc2ccccc2[nH]1

assay / entry | 9 | 10 | 11 | 12 | 13 | 14 | 15 | 16
CHO parental Ca | -5 | . | 42* | -12 | -4 | . | 9 | -1
CHO-K1 Ca antag | 0 | -6 | -20 | -4 | -6 | -6 | -3 | -3
TAAR1 agonist | 0 | 0 | 75* | 0 | 13 | 1 | -2 | 0
CHRM1 agonist | -7 | -4 | -8 | -9 | -4 | -2 | -3 | -3
CHO-K1 Ca ag | 0.1 | 0.7 | 3.4 | -0.2 | 0.4 | 0.5 | 0.3 | 4.3
V1aR counter | 0.1 | . | 6.6 | 1.4 | 0.6 | . | -0.1 | -0.2
CHO-K1 Ca PAM | 0 | 19 | 8 | 12 | 4 | 10 | -7 | 3
OXTR potentiate | -5 | . | -10 | -9 | -4 | . | -5 | -13
TAAR1 antagonist | 10 | 6 | 91* | -8 | -2 | 1 | -6 | -7

17	O=C(N/N=C/c1cccnc1)c1ccc(CN2c3cccc4cccc(c34)S2(=O)=O)cc1
18	Cn1nc(-c2ccccc2)c(C(O)c2ccccc2C(F)(F)F)c1Cl (configuration not stated)
19	O=c1c2ccccc2nnn1CSc1ncnc2ccccc12
20	COc1ccc([C@@H]2Sc3ccccc3NC(=O)[C@@H]2O)cc1
21	COC(=O)c1c(C)oc2ccc(N(C(=O)Oc3ccccc3)S(=O)(=O)c3ccc(Cl)c([N+](=O)[O-])c3)cc12
22	CCCCN(C)C(=O)c1sc(=O)n(CC(=O)c2ccccc2OC)c1C
23	CC(=O)N1CCOc2ccc(S(=O)(=O)Nc3cccc(C)c3)cc21
24	Cc1nn(CCc2n[nH]c(=S)n2-c2cccc(Cl)c2)c(C)c1[N+](=O)[O-]

assay / entry | 17 | 18 | 19 | 20 | 21 | 22 | 23 | 24
CHO parental Ca | 1 | -3 | -10 | -6 | -1 | . | -12 | -9
CHO-K1 Ca antag | -10 | -3 | -8 | -3 | -9 | -7 | -4 | -23
TAAR1 agonist | 5 | 16 | 5 | 3 | . | 0 | 4 | 5
CHRM1 agonist | 9 | -5 | -4 | -6 | -6 | -4 | -1 | 2
CHO-K1 Ca ag | 1.9 | 0.6 | 0.4 | 0.8 | 0.7 | 0.5 | 7.0 | 0.8
V1aR counter | 0.0 | -0.1 | 0.5 | 1.6 | 0.2 | . | 7.4 | 0.8
CHO-K1 Ca PAM | 8 | 1 | -3 | 4 | 18 | 16 | 0 | 23
OXTR potentiate | -20 | -3 | -3 | 4 | -9 | . | -4 | -5
TAAR1 antagonist | 34 | 4 | 0 | -11 | . | 0 | -8 | 13

25	O=C(N/N=C/C=C\c1ccccc1[N+](=O)[O-])c1ccncc1
26	CCOC(=O)N1CCN(C(=S)Nc2ccccc2C)CC1
27	CN1CCC(OC(=O)c2cc3cc(Cl)cc(Cl)c3oc2=O)CC1
28	Cc1ccc(S(=O)(=O)N(C)C)cc1NC(=O)CN1C(=O)NC2(CCCCCCC2)C1=O
29	COC(=O)C1SCC2C(=O)N(Cc3ccccc3)CC(=O)N21 (configuration not stated)
30	Cc1cc(SCC(=O)c2ccccc2)nc(C)n1
31	O=C(COc1cccnc1[N+](=O)[O-])c1c[nH]c2ccccc12
32	O=C(NCCO)c1cc2cc(Cl)cc(Cl)c2oc1=O

assay / entry | 25 | 26 | 27 | 28 | 29 | 30 | 31 | 32
CHO parental Ca | 10 | -7 | -11 | -10 | -13 | -2 | -1 | 3
CHO-K1 Ca antag | 5 | 3 | 2 | 13 | -8 | -7 | -6 | -6
TAAR1 agonist | 1 | 5 | 4 | 0 | 1 | 5 | 34 | 17
CHRM1 agonist | 0 | 13 | -7 | 5 | -7 | -3 | 2 | -5
CHO-K1 Ca ag | -0.2 | 0.0 | 0.5 | -0.1 | 1.0 | 0.7 | 1.3 | 1.7
V1aR counter | -0.1 | 0.7 | -0.3 | 0.7 | 0.2 | 9.7 | 0.9 | 0.7
CHO-K1 Ca PAM | 0 | 5 | -4 | -17 | 23 | 19 | -10 | 28
OXTR potentiate | -6 | -5 | -13 | 1 | -1 | -13 | -8 | -5
TAAR1 antagonist | 17 | -4 | -22 | 5 | 0 | -11 | 6 | -6

33	Cc1ccc(NC(=O)C2CCCN(S(=O)(=O)c3ccc4[nH]c(=O)ccc4c3)C2)c(C)c1 (configuration not stated)
34	CCn1nc(C)c(/C=C/C(=O)Nc2ccc(C)cc2C)c1C
35	COc1cccc2cc(C(=O)N3CCN(C(=O)c4ccco4)CC3)c(=O)oc12
36	CCOC(=O)C1=C(c2ccccc2)NC(=S)NC1c1cc([N+](=O)[O-])ccc1OC (configuration not stated)
37	O=C(O)c1ccccc1C(=O)NNc1ccc(F)cc1F
38	Cc1ccccc1C1=Nn2c(nnc2-c2ccco2)SC1
39	Cc1cccc(NC2=NC(C)(C)N=C(N)N2)c1C
40	CCN1CCN(CCNC(=O)Cn2c(=O)c3cccn3c3ccc(F)cc32)CC1

assay / entry | 33 | 34 | 35 | 36 | 37 | 38 | 39 | 40
CHO parental Ca | -11 | -4 | 0 | -25 | 4 | -3 | 5 | -12
CHO-K1 Ca antag | 1 | 0 | -10 | 5 | 6 | 0 | -4 | -17
TAAR1 agonist | 2 | 1 | 1 | 8 | 2 | 2 | 4 | 1
CHRM1 agonist | -1 | -1 | -6 | -6 | -9 | -2 | -5 | -4
CHO-K1 Ca ag | 0.6 | 1.8 | 0.5 | -0.4 | 0.5 | 0.4 | 0.3 | 0.5
V1aR counter | 0.0 | 3.0 | 9.9 | 1.0 | -0.2 | -0.6 | -0.1 | 0.4
CHO-K1 Ca PAM | 12 | 11 | 18 | -2 | 13 | 6 | 7 | 27
OXTR potentiate | -5 | -7 | -3 | -2 | 6 | -4 | -6 | -1
TAAR1 antagonist | -14 | 14 | 1 | -15 | -23 | -17 | 5 | -15

Reprinted at random: 3 entries already listed
38	Cc1ccccc1C1=Nn2c(nnc2-c2ccco2)SC1
40	CCN1CCN(CCNC(=O)Cn2c(=O)c3cccn3c3ccc(F)cc32)CC1
36	CCOC(=O)C1=C(c2ccccc2)NC(=S)NC1c1cc([N+](=O)[O-])ccc1OC (configuration not stated)

assay / entry | 38 | 40 | 36
CHO parental Ca | -3 | -12 | -25
CHO-K1 Ca antag | 0 | -17 | 5
TAAR1 agonist | 2 | 1 | 8
CHRM1 agonist | -2 | -4 | -6
CHO-K1 Ca ag | 0.4 | 0.5 | -0.4
V1aR counter | -0.6 | 0.4 | 1.0
CHO-K1 Ca PAM | 6 | 27 | -2
OXTR potentiate | -4 | -1 | -2
TAAR1 antagonist | -17 | -15 | -15

(cont.)
41	O=C(Nc1nc2ccccc2c(=O)s1)c1ccc(F)cc1Cl
42	Cc1cc(-c2ccccc2)n2nc(C)c(C#N)c2n1
43	Nc1nc(N)c2cc(Sc3ccc(Cl)cc3)ccc2n1
44	CCCOc1ccc(C(=O)Nc2ccc3c(c2)OCO3)cc1
45	CC1(c2ccccc2)NC(=O)N(CC(=O)Nc2ccc(S(=O)(=O)NC3=NCCCCC3)cc2)C1=O (configuration not stated)
46	COc1ccc(CC(=O)Nc2nnc(C(C)(C)C)s2)cc1OC
47	CN(C)c1ccc(C(CNS(=O)(=O)c2ccc(F)c(F)c2)c2c[nH]c3ccccc23)cc1 (configuration not stated)
48	COc1cc(NC(=O)Cn2nc(Cc3cccnc3)c3ccccc3c2=O)cc(OC)c1OC
49	CCCNc1nc(-c2cc(-c3ccc(Cl)cc3)on2)cc(C(C)C)n1

assay / entry | 41 | 42 | 43 | 44 | 45 | 46 | 47 | 48 | 49
CHO parental Ca | 5 | -8 | . | 6 | . | -11 | -15 | -8 | -13
CHO-K1 Ca antag | -6 | -12 | -5 | 11 | -10 | -14 | -6 | 0 | -7
TAAR1 agonist | 4 | -2 | 60* | -2 | 1 | 4 | 6 | 0 | 1
CHRM1 agonist | 2 | -4 | 13 | -2 | -2 | 1 | -5 | -4 | -2
CHO-K1 Ca ag | 0.1 | -0.1 | 5.3 | 0.5 | -0.2 | 1.4 | 0.2 | 0.6 | 0.0
V1aR counter | 0.0 | -1.3 | . | 1.7 | . | 2.3 | 0.1 | 0.3 | 0.6
CHO-K1 Ca PAM | -3 | 15 | 28 | -22 | -4 | 16 | -6 | 11 | 2
OXTR potentiate | -17 | -1 | . | -4 | . | -3 | -7 | -2 | 7
TAAR1 antagonist | -5 | -1 | 28 | 11 | 2 | -9 | 22 | -1 | -1
